# Screening data deposited in PubChem by National Center for Advancing Translational Sciences (NCATS).
# PKM2 act = increases activity of human pyruvate kinase M2; purified PKM2, Kinase-Glo ATP luminescence, activation; response scale: 0% is enzyme alone, no compound; AID 1631; Potency, µM (top dose mostly 57.5 µM), for the others: top-dose activation, hits mostly activators; hit rate 0.34% among 260,000; further: potency means the concentration at half of the fitted maximal effect; nearly all actives have a fitted effect of over 55% in size
# Target sequence (P14618 whole entry, looked up): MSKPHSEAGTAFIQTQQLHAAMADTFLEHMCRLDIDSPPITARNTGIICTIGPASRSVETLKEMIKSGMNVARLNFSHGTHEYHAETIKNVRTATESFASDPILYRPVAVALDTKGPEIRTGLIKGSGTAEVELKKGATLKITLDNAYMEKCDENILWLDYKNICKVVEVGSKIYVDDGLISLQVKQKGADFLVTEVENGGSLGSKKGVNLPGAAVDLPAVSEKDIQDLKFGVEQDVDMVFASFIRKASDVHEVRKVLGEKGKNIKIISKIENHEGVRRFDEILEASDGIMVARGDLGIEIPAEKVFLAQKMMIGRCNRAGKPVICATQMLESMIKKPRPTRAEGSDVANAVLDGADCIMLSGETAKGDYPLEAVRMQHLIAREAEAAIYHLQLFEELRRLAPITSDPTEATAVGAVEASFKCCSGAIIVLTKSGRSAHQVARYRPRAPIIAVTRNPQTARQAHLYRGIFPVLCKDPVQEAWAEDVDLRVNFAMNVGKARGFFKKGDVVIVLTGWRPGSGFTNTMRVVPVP
#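 Purified hPK-M2 (>95%) run at intermediate activity with 0.1 mM ADP and 0.5 mM PEP in 50 mM imidazole pH 7.2, KCl, MgCl2; 1 h room temperature. ATP formed read by Kinase-Glo luminescence; normalized to uninhibited and no-enzyme controls.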
# Giardia kill = Giardia lamblia killing; Giardia lamblia trophozoite viability; activity change, % at 7.66 µM, hits read low; hit rate 0.15% among 340,000; in the data active means activity change below about -80%; inconclusive means between about -30% and that limit;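 further: parasites exposed to compound for two days anaerobically before the ATP read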
#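 Anaerobic 48 hrs incubation at 37 deg C of 100 trophozoites/well with test compounds; ATPLite 1-Step luminescence, 15-30 min RT, reports cellular ATP as viability.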
# uPA generation = blocks generation of uPA at the cell surface; cell surface uPA generation assay, qHTS; AID 540303; Potency, µM (top dose mostly 38.3 µM), for inactives: top-dose activity change, negative = inhibition, hits mostly inhibitors; hit rate 0.31% among 330,000; active means well fitted inhibition curve with a large enough effect; inconclusive means small, poorly fitted or top-dose-only effect; inactive means no such curve, though single readings can be large or run the other way; tested in mouse RAW 264.7 cells; further: potency means the concentration at half of the fitted maximal effect; nearly all actives have a fitted effect of over 55% in size
# hERG WT inh = blocks the wildtype human KCNH2 potassium channel; Q12809; U2OS, BacMam KCNH2, thallium flux FluxOr; stronger effect = lower value; activity change, % at 1.84 µM; hit rate 0.37% among 340,000; AID 720551;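 active means maximum activity change below -70%; inconclusive means maximum activity change between -70% and -50%; inactive means maximum activity change above -50%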
#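 U2OS cells transduced with wild-type KCNH2 virus are loaded with FluxOr dye for 45 min, and thallium flux is measured in kinetic reads before and after stimulation buffer. Rate constants are normalized to DMSO controls.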
# Chronic BCR inh = inhibitors of chronic active B-cell receptor signaling. ABC-DLBCL IkBa-CBG/CBR reporter, luminescence ratio, 4 h. Potency, µM (series often up to 46.1 µM), inactives show at the top dose ratio change, negative = lower green/red ratio, actives largely listed as inhibitors. hit rate 0.05% among 340,000. AID 493014; active means well fitted inhibition curve with a large enough effect in the signal ratio, with a control signal flat, not every such curve was filed as active; inconclusive means small, poorly fitted or top-dose-only effect, or effect the other way, or a change in a side signal; the % refers to the signal ratio;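 further: potency means the concentration at half of the fitted maximal effect; plate controls were basal doxycycline-induced cells for no effect and cells given 10 µM MG132 for full effect; MG132 reads +100%, hits lower the ratio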
#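 TMD8 human ABC-DLBCL cells with doxycycline-inducible IκBα–green luciferase fusion and unfused red luciferase, in 0.5% FBS medium; compounds up to 46 uM, 4 h at 37C. Green/red luminescence ratio, filter-overlap corrected, fitted to concentration-response curves.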
# USP2a inh = blocks human ubiquitin-specific protease USP2a | O75604 | USP2 core, Ub-CHOP2 coupled fluorogenic reporter, 485/531 | Potency, µM (titrated, usually from 38.3 µM), for the others: top-dose activity change, negative = inhibition, hits mostly inhibitors | hit rate 0.01% among 330,000 | AID 463254;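 further: potency means the concentration at half of the fitted maximal effect; plate controls were DMSO wells for no effect and full inhibition by NEM control for full effect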
#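 Cell-free coupled assay: 10nM USP2 core preincubated 30min RT with compound in Tris-HCl pH 8.0/CaCl2/CHAPS buffer, then 25nM Ub-CHOP2 and 25nM reporter substrate; fluorescence (Ex 485/Em 531) read after 60min RT, normalized to NEM inhibition, concentration-response curves fitted.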
# Eya2 phos inh = Eya2 (human) phosphatase inhibition | O00167 | recombinant Eya2, OMFP fluorescence dephosphorylation (OMFP is methylfluorescein phosphate) | Potency, µM (doses to about 76.9 µM), for inactives: at the highest dose activity, negative = inhibition, hits mostly inhibitors | hit rate 0.006% among 330,000; further: potency means the concentration at half of the fitted maximal effect
#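 Eya2 (0.2 uM) preincubated 10 min at ambient with compound, then OMFP substrate added at 50 uM; 10 min reaction in 50 mM HEPES pH 7.5, 50 mM NaCl, 5 uM MgCl2, 0.05% BSA, 1 mM DTT. Fluorescence read at Ex 485/Em 525 nm.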
# B2AR arrestin = beta2AR (human) beta-arrestin recruitment activity. Potency, µM (titrated, usually from 46.1 µM), for inactives: top-dose activation, usual class: activators. hit rate 0.02% among 330,000. beta-arrestin recruitment to beta2AR, cell-based reporter. P07550. AID 492947;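 further: potency means the concentration at half of the fitted maximal effect; 0% = DMSO controls and full agonism = EC100 isoproterenol or metaproterenol; nearly all actives have a fitted effect of over 65% in size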
# Target sequence (P07550 whole entry, looked up): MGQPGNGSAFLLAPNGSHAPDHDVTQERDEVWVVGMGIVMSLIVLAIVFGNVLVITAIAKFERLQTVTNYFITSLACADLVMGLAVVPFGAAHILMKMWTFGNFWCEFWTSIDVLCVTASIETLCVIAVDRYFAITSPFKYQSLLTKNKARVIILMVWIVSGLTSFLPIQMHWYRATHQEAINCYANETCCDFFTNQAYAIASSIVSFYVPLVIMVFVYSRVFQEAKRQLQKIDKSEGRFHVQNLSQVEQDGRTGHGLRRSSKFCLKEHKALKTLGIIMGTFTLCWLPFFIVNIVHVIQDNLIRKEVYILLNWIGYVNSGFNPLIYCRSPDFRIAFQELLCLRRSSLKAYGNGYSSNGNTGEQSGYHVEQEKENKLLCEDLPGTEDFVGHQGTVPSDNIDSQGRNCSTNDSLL
# GALK inh = galactokinase (human) inhibition. hit rate 0.007% among 270,000. P51570. Potency, µM (doses to about 57.5 µM), for inactives: at the highest dose activity change, negative = inhibition, hits mostly inhibitors. AID 1868. Purified GALK, Kinase-Glo residual ATP luminescence; further: potency means the concentration at half of the fitted maximal effect
#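 Human GALK (5 nM) with 35 uM ATP and 100 uM galactose in 20 mM HEPES pH 8.0, 5 mM MgCl2, 60 mM NaCl, 1 mM DTT, 0.01% BSA. After 1 h at room temperature, leftover ATP was read by Kinase-Glo Plus luminescence.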
# KCNH2 3.1 block = inhibitors of human KCNH2 3.1 potassium channel isoform; U2OS KCNH2 3.1, thallium flux FluxOr; stronger effect = lower value; activity change, % (tested at about 1.8 µM); hit rate 0.95% among 340,000; AID 720553;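 active means maximum activity change below -70%; inconclusive means maximum activity change from -70% to -50%; inactive means maximum activity change above -50%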;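 further: thallium influx rate constant from kinetic fluorescence after stimulation buffer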
#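 Virally transduced U2OS (3.1 isoform, 4 h infection in dark at RT) → overnight 37 C → FluxOr + Red40 in HBSS/HEPES, 45 min → stimulation buffer, 2 min kinetic read → rate constant vs DMSO controls.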
# FBPA coupling cs = counter-screen for Giardia aldolase inhibitors: coupling enzyme system; AID 2472; hit rate 0.67% among 290,000; coupling enzyme system counterscreen, AmpLite Red fluorescence; activity change, negative = inhibition, % at 58.2 µM, hits read low; in the data active means activity change below about -30%
#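 First, compound is pin-transferred into glyceraldehyde-3-phosphate coupling-enzyme reagent at 57.5 uM final and held 10 min at RT. Next, substrate, coupling system and AmpLite Red are added. After 20 min RT, fluorescence (525/598 nm) is read.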
# An asterisk follows results filed as active; ? = inconclusive; / = no result given; & = joins results of further samples; [ ] = another dose, or the depositor's remark. Unless noted, the call rests on the fitted dose curve; in most records, active means well fitted curve in the direction sought with a large enough effect; inconclusive means small, poorly fitted or top-dose-only effect, or another doubt; inactive means no such curve, though single readings can be large; an effect the other way counts as inactive or inconclusive. Unless noted, on the % scale 0 is the no-effect control and ±100 the full control effect. Compounds were not picked by outcome, and some 2.4% of all compounds hit somewhere here.
SMILES,PKM2 act,Giardia kill,uPA generation,hERG WT inh,Chronic BCR inh,USP2a inh,Eya2 phos inh,B2AR arrestin,GALK inh,KCNH2 3.1 block,FBPA coupling cs
Cc1cc(C)nc(/N=C(/NC(=O)Nc2cccc(Cl)c2)Nc2ccccc2)n1,-2%,4,7%,-22,6%,4%,23%,-0.9%,-1%,1,-1
CCCCC(=O)Nc1cccc(-c2nc3ncccc3o2)c1C,/,-16,-3%,-6,10%,1%,-1%,0.3%,1%,14,0
CN(C)CCn1c(C(=O)Nc2ccccc2)cc2ccccc21,0%,0,3%,48,?,2%,-21%,-0.1%,-1%,-35,0
Cc1ccc(S(=O)(=O)N2CCN(C(=O)CN3C(=O)NC4(CCOc5ccccc54)C3=O)CC2)cc1 (stereo not given),4%,16,4%,9,?,0%,11%,-0.1%,-1%,-36,3
O=S(=O)(Nc1cccc(S(=O)(=O)N2CCCCC2)c1)c1ccc(Cl)s1,/,1,4%,-4,4%,-10%,9%,-0.7%,/,0,/
Cc1noc(C)c1C(=O)N1CCCC(C(=O)c2cccc(OC(C)C)c2)C1 (stereo not given),-1%,8,-3%,-1,0%,2%,-9%,-0.1%,1%,-10,0
CC(NS(=O)(=O)/C=C/c1ccccc1)C(=O)O (stereo not given),0%,10,3%,14,8%,2%,-1%,0.0%,-2%,11,2
Cc1ccc(Cn2c(SCCN3CCOCC3)nc3c2c(=O)n(C)c(=O)n3C)cc1,-4%,-7,-8%,4,2%,-1%,12%,-1.1%,4%,-12,1
Cc1c(Br)c([N+](=O)[O-])nn1CC(=O)N1CCc2ccccc2C1,-14%,10,-8%,1,-4%,0%,-5%,-0.3%,2%,9,0
O=C(CCn1c2c(c3ccccc31)CCCC2)NNC(=O)c1cccc([N+](=O)[O-])c1,0%,-5,4%,4,-4%,9%,7%,-0.2%,-1%,-1,2
C[N+]1=C(/C=C/Nc2ccccc2Cl)C(C)(C)c2ccccc21,-1%,-2,-2%,-80*,?,6%,-1%,-0.2%,1%,-23,0
Cc1cc([N+](=O)[O-])nn1CC(=O)NCc1ccccc1,-3%[11.5 µM],5,-3%,-11,?,2%,5%,-0.4%,-1%,-3,0
O=[N+]([O-])c1cc(/C=N/O)ccc1Oc1ccccc1Cl,8%,-20,-6%,0,?,2%,-18%,0.1%,-2%,30,-11
COc1ccc(-c2cc3nc(C)c(CCC(=O)NC(C)CCc4ccco4)c(C)n3n2)c(OC)c1 (stereo not given),11%,14,-4%,2,?,3%,-19%,0.4%,2%,19,0
Cc1ccc(Cl)cc1NC(=O)N(C)CCO,1%,-17,20%,-10,6%,1%,-15%,0.3%,4%,-2,4
O=C(CSc1nccn1Cc1ccco1)Nc1ccc(F)cc1,-7%,11,-8%,3,0%,2%,-3%,0.1%,-1%,2,/
CCc1ccc(N(CC(=O)NC)S(C)(=O)=O)cc1,-3%,-6,-5%,4,?,4%,-4%,-0.6%,-4%,24,-1
O=C1c2ccccc2C(=O)N1CCCC[C@]12Cc3ccccc3C(O1)c1c(c3ccccc3oc1=O)O2,2%[11.5 µM],/,/,/,?,-1%[7.66 µM],5%[15.4 µM],4.3%[9.22 µM],/,/,0
Cc1cc(C2CCCCC2)n(O)c(=O)c1,/,17,?,-12,?,-2%,7%,14%,/,17,4&3
COc1cc2c(cc1NC(=O)CSc1ccc(Cl)cc1)oc1ccccc12,6%,4,4%,0,5%,3%,-6%,-1.0%,0%,-3,5
CCc1cccc(NS(=O)(=O)c2ccc3c(c2)NC(=O)C(C)S3)c1 (stereo not given),/,16,-17%,-19,21%,-2%,5%,-1.6%,3%,-3,/
Cc1cc(F)ccc1N1CCC(N2CCN(C(C)C)C(CCO)C2)CC1 (stereo not given),-2%,7,13%,13,?,11%,10%,-0.8%,0%,8,1
O=C(CCCc1c[nH]c2ccccc12)N1CCN(S(=O)(=O)c2cccs2)CC1,1.6µM*,6,-2%,6,2%,2%,-3%,0.2%,-2%,1,0
CCc1ccc(NC(=O)C(=O)NCCOc2ccccc2Cl)cc1,0%,-24,-1%,-9,-14%,-2%,-3%,-0.2%,1%,-18,0
Cc1c(Cl)cccc1NC(=O)C1CCN(c2cnccn2)CC1,/,10,-4%,-3,?,2%,-9%,0.0%,0%,-5,1
CCN(CC)S(=O)(=O)c1ccc(N2CCOCC2)c(C(=O)O)c1,6%,3,2%,-1,9%,2%,7%,-0.2%,-2%,-3,3
COc1ccccc1N(CC(=O)NC1CCCC1)S(=O)(=O)c1cccc(C(F)(F)F)c1,/,-11,-12%,-4,?,3%,-12%,-0.2%,/,-16,/
CCC(=O)NC(=S)Nc1c(C)cc(Br)cc1C,2%,-1,-2%,-6,2%,3%,7%,2.9%,-2%,-2,1
Cc1ccc(S(=O)(=O)N2CCCCC2)cc1NC(=O)COC(=O)c1c(F)cccc1F,11%,-1,-3%,-7,-10%,-7%,-17%,0.3%,14%,-16,-2
O=C(CCc1nnc(-c2ccc3c(c2)OCO3)o1)NC(c1ccccn1)C(F)(F)F (stereo not given),-6%,-5,-1%,4,3%,0%,5%,3.8%,2%,1,-5

# Fetched one by one from above, 4 records:
SMILES,PKM2 act,Giardia kill,uPA generation,hERG WT inh,Chronic BCR inh,USP2a inh,Eya2 phos inh,B2AR arrestin,GALK inh,KCNH2 3.1 block,FBPA coupling cs
COc1cc2c(cc1NC(=O)CSc1ccc(Cl)cc1)oc1ccccc12,6%,4,4%,0,5%,3%,-6%,-1.0%,0%,-3,5
Cc1noc(C)c1C(=O)N1CCCC(C(=O)c2cccc(OC(C)C)c2)C1 (stereo not given),-1%,8,-3%,-1,0%,2%,-9%,-0.1%,1%,-10,0
CCCCC(=O)Nc1cccc(-c2nc3ncccc3o2)c1C,/,-16,-3%,-6,10%,1%,-1%,0.3%,1%,14,0
Cc1cc(C)nc(/N=C(/NC(=O)Nc2cccc(Cl)c2)Nc2ccccc2)n1,-2%,4,7%,-22,6%,4%,23%,-0.9%,-1%,1,-1

# (more compounds)
SMILES,PKM2 act,Giardia kill,uPA generation,hERG WT inh,Chronic BCR inh,USP2a inh,Eya2 phos inh,B2AR arrestin,GALK inh,KCNH2 3.1 block,FBPA coupling cs
O=C(CN1CCCCC1)Nc1ccc(NC(=O)c2ccc(Cl)cc2)cc1Cl,-1%,-6,2%,15,-1%,2%,3%,-0.9%,-3%,-27,0
COc1ccc(NC(=O)COC(=O)CNC(=O)C2CCCCC2)cc1OC,/,1,5%,-11,?,5%,10%,0.2%,/,14,/
Cc1ccc(N(C)S(=O)(=O)c2cccc(C(=O)Nc3nc4ccccc4[nH]3)c2)cc1,-23%,-3,?,-8,?,-8%,-5%,-0.5%,/,-11,-9
C=C(C)C(=O)Nc1cccnc1Oc1ccc(F)cc1F,-1%,15,1%,-7,-2%,0%,-1%,-0.5%,12%,3,1
O=C(CN1CCN(S(=O)(=O)c2ccc(F)cc2)CC1)Nc1ccc2c(c1)OCO2,17%,0,-7%,-1,7%,-1%,-7%,-0.5%,-1%,-11,-3
CCCc1cc(=O)oc2cc(OCC(=O)Nc3ccc(S(N)(=O)=O)cc3)ccc12,/,5,7%,38,-10%,?,1%,0.0%,2%,-24,1
COc1cc(CCC(=O)OCC(=O)Nc2ccc(C(N)=O)cc2)cc(OC)c1OC,2%,4,-7%,-6,?,0%,6%,0.3%,-1%,14,-2
COc1cc(OC)cc(C(=O)n2nc(C)cc2C)c1,-1%,4,-1%,11,?,4%,-4%,0.7%,2%,-17,-4
CCOC(=O)c1cc(-c2ccccc2)n(CC(=O)O)c1C,1%,-13,-9%,-1,0%,1%,-7%,-0.3%,-3%,25,7
CC1CCC(C(C)C)C(OC(=O)Cn2c(-c3ccc(Cl)cc3)[n+](C)c3ccccc32)C1 (stereo not given),-2%,5,?,-9,?,0%,?,-0.6%,0%,-9,-1
Cn1c(=O)c2cc(NCc3ccccc3)nnc2n(C)c1=O,3%,-16,1%,-5,?,7%,-6%[15.4 µM],-0.7%,1%,-3,-59*
Cc1noc(NS(=O)(=O)c2ccc(NC(=O)CCn3c(=O)oc4ccccc43)cc2)c1C,6%,-1,-10%,4,3%,2%,3%,-0.8%,-1%,-13,1
